High-throughput results deposited in PubChem by National Center for Advancing Translational Sciences (NCATS).
GRP78 ERSR act: inducers of ER stress response in human glioma cells; U87-MG GRP78 promoter luciferase reporter, 16 h; Potency, µM, without a hit: at the highest dose activation, most hits filed as activators; AID 602332; actives 0.02% (n = 420,000); further: potency means the concentration at half of the fitted maximal effect; series mostly up to about 76 µM; % of control where 0% means no effect; nearly all actives have a fitted effect of over 35% in size
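Stably transfected U87-MG human glioma cells carrying a GRP78-based luminescent sensor were seeded at 1000 cells/well, pin-dosed with compounds and incubated 16 h. Luciferase reagent was then added, and end-point luminescence was read after 10 min at room temperature.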
POLI inh: DNA polymerase iota (human) inhibition; Q9UNA4; Pol iota fluorescent replication assay, 10 min; Potency, µM (titrated, usually from 115 µM), for inactives: at the top dose activity, negative = inhibition, most hits filed as inhibitors; actives 1% (n = 390,000); further: potency means the concentration at half of the fitted maximal effect
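Fluorescent replication assay read twice, at 0 min and 10 min after adding 50 nM (final) substrate. Enzyme (10 nM) and compounds were first incubated 15 min at room temperature; enzyme-free buffer wells were negative controls.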
Anesthetic bind: candidate novel general anesthetic via apoferritin binding | apoferritin/1-aminoanthracene competitive binding, fluorescence | actives 0.074% (n = 350,000) | Potency, µM (doses to about 77.5 µM), for inactives: at the top dose activity change, negative = displacement, most hits filed as inhibitors | P02791; further: potency means the concentration at half of the fitted maximal effect; on the % scale 0 is the no-effect control and ±100 the full control effect; nearly all actives have a fitted effect of over 20% in size
Target sequence (P02791 2-175 limits assumed): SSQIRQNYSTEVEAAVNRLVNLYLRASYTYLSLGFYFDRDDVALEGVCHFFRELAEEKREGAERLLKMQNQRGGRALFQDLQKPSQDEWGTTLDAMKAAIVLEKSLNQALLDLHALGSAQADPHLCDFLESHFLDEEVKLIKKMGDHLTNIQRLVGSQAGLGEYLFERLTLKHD
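10 uM apoferritin + 50% sat. 1-AMA, PBS; cpd 10 min RT; Ex380/Em535 endpoint; normalized to free probe vs complex; 4-param Hill fit; propofol titration as pos. ctrl.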
APE1 inh: blocks human APE1 abasic DNA cleavage; P27695; recombinant APE1, TAMRA/BHQ-2 abasic DNA cleavage fluorescence; Potency, µM (highest dose often 65.8 µM), for the others: at the highest dose activity change, negative = inhibition, usual class: inhibitors; actives 0.35% (n = 350,000);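 further: potency means the concentration at half of the fitted maximal effect; plate controls were vehicle for no effect and reference inhibitor for full effect; nearly all actives have a fitted effect of over 55% in size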
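0.75 nM APE1 + cpd, 15 min RT; start w/ 50 nM TAMRA/BHQ-2 THF-abasic dsDNA; kinetic fluor 525/598 nm ×3 reads @60 s; Δ(read3−read1); normalized to DMSO and NSC13755 control wells.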
BLM helicase inh: inhibitors of human Bloom syndrome helicase BLM | P54132 | recombinant BLM DNA unwinding, fluorescence dequenching | Potency, µM (top dose mostly 56.1 µM), for the others: at the highest dose activity change, negative = inhibition, actives largely listed as inhibitors | actives 0.2% (n = 350,000) | AID 2528;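 further: potency means the concentration at half of the fitted maximal effect; plate controls were vehicle for no effect and no enzyme for full effect; nearly all actives have a fitted effect of over 35% in size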
LDHA inh: blocks human lactate dehydrogenase A; P00338; purified LDHA, NADH/diaphorase-resazurin fluorescence; active compounds read low; activity change, % (values are at about 110 or 230 µM); actives 0.15% (n = 480,000); in the data active means activity change below about -30%; inconclusive means mostly about -25% to -30%;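 further: plate controls were DMSO wells for no effect and wells without enzyme for full effect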
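Resorufin fluorescence (ex540/em590), read at 0 and 20 min after diaphorase/resazurin addition, reports the NADH left after a 5 min room-temperature reaction of 2 nM human LDH5 with 0.06 mM NADH and 0.2 mM pyruvate.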
POLB inh: blocks human DNA polymerase beta activity | P06746 | Pol beta primer extension/strand displacement, fluorescence kinetic | Potency, µM (highest dose often 114 µM), for inactives: at the highest dose activity change, negative = inhibition, hits mostly inhibitors | actives 1.3% (n = 340,000); further: potency means the concentration at half of the fitted maximal effect; on the % scale 0 is the no-effect control and ±100 the full control effect
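Preincubation: enzyme (10 nM) with compound, 15 min, RT. Reaction: substrate added to 50 nM final. Reads: 0 and 10 min. Analysis: normalized, Hill fit.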
Pol kappa inh: blocks human DNA polymerase kappa activity. Q9UBT6. purified Pol kappa, fluorescent DNA synthesis assay, 10 min. Potency, µM (series often up to 107 µM), for inactives: at the top dose activity, negative = inhibition, hits mostly inhibitors. actives 0.53% (n = 400,000). AID 588579; further: potency means the concentration at half of the fitted maximal effect; on the % scale 0 is the no-effect control and ±100 the full control effect
Target sequence (Q9UBT6 whole entry, looked up): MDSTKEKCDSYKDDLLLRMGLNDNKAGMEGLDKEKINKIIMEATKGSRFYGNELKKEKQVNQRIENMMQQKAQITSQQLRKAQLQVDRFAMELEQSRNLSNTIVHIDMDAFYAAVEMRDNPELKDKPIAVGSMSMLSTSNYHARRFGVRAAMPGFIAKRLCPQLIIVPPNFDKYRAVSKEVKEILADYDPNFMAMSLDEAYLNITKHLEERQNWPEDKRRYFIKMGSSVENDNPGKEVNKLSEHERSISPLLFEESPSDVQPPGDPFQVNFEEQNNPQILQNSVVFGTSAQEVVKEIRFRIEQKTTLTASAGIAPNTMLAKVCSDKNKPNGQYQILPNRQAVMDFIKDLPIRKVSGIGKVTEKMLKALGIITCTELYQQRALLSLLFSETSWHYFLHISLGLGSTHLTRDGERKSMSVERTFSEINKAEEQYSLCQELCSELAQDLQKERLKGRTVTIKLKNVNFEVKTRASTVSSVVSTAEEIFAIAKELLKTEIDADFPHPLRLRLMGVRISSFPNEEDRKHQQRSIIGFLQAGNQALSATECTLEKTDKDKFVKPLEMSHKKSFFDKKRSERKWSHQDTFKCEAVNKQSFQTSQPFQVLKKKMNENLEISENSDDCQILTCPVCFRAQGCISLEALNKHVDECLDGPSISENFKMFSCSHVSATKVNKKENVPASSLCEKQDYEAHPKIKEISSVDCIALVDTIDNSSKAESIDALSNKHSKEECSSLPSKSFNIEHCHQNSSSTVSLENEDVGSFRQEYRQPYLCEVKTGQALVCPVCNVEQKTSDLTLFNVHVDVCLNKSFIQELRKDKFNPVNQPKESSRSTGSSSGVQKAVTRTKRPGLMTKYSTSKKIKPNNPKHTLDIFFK
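Readout: fluorescence, taken kinetically at 0 and 10 min. Conditions: 10 nM Pol kappa, 15 min RT compound preincubation, 50 nM substrate final. Controls: enzyme-free buffer wells.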
POLH inh: DNA polymerase eta (human) inhibition. AID 588591. Potency, µM (top dose mostly 114 µM), without a hit: top-dose activity change, negative = inhibition, actives largely listed as inhibitors. Q9Y253. recombinant Pol eta, fluorescent DNA replication assay. actives 1.2% (n = 390,000); further: potency means the concentration at half of the fitted maximal effect; on the % scale 0 is the no-effect control and ±100 the full control effect
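Pol eta at 10 nM preincubated with compounds 15 min at room temperature; reaction started with fluorescent substrate (50 nM final) and read kinetically at 0 and 10 min.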
An asterisk follows results filed as active; ? = inconclusive; . = no result given; & = joins results of further samples; [ ] = another dose, or the depositor's remark. Unless noted, the call rests on the fitted dose curve; in most records, active means well fitted curve in the direction sought with a large enough effect; inconclusive means small, poorly fitted or top-dose-only effect, or another doubt; inactive means no such curve, though single readings can be large; an effect the other way counts as inactive or inconclusive. These rows are one share of the data. The share of hits here may be higher or lower than overall.

canonical_smiles,POLH inh,LDHA inh,Anesthetic bind,POLI inh,GRP78 ERSR act,Pol kappa inh,APE1 inh,BLM helicase inh,POLB inh
CC(=O)O[C@H]1CC[C@@]2(C)[C@H](C1)C(=O)C[C@H]1[C@@H]3CC[C@@H]4[C@@H](CN5C[C@@H](C)CC[C@H]5[C@@]4(C)O)[C@@H]3C[C@@H]12,-7%,-5,0%,12%,-4%,-12%,17%,-1%,12%
CCN1CCN(C(=O)Cc2coc3cc(C)cc(C)c23)CC1,0%,-2,2%,19%,-4%,-7%,17%,1%,3%
Nc1c2c(nc3ccccc13)CCCC2=O,-14%,0,-5%,173%[activator],1%,-5%,2%,59%[activator],4%
CC12C=CC(=O)C=C1CCC1C2C(=O)CC2(C)C(=O)CCC12 (stereo not drawn),-5%,-3,.,19%,-3%,-23%,.,.,.
CC#C[C@]1(O)CC[C@H]2C3C=C(C)C4=CC(=O)C=C[C@]4(C)[C@H]3[C@@H](O)C[C@@]21C (stereo partly drawn),.,.,2%,.,-8%,10%[60.1 µM],-2%,-1%,.
C=CCn1c(O)c(/C=C2/C=CC=N2)c(=O)[nH]c1=O,?,-5,8%,20µM*,7%,-19%,-3%,0%,19%
CCOC(=O)c1c(C)c(P(=S)(N2CCOCC2)N2CCOCC2)n(C)c1C,-18%,-5,-11%,28%,-6%,-5%,-10%,-4%,47%
CCN(N=Nc1nonc1OC)c1nonc1OC,-12%,-2,-6%,28%,-3%,2%,1%,3%,0%
COC(=O)C(N)CCCN=C(N)N[N+](=O)[O-] (stereo not drawn),-5%[57.1 µM],.,.,6%[58.9 µM],.,.,-4%,.,14%[57.1 µM]
CC1(C)CC(=O)C2=C(C1)OC(N)=C([N+](=O)[O-])C2c1ccc(C#N)s1 (stereo not drawn),6%,2,-16%,?,1%,-37%,?,-2%,1%
CCCCC/C=C\C/C=C\C/C=C\C/C=C\CCCCCC(=O)NCCO,.,.,?,.,4%&-3%,3%[19.4 µM],?,?,.
COC(=O)C1=C(c2ccc(C(C)=O)cc2)C[C@@H]2CC[C@H]1N2C(=O)NCc1ccco1,7%,-1,.,-19%,-3%,?,-14%,.,.
CC1OC(O[C@@H]2C(O)CC(O[C@@H]3C(O)C[C@@H](OC4CC[C@]5(C)[C@H](CC[C@H]6[C@@H]5CC[C@]5(C)C(C7=CC(=O)OC7)C(O)C[C@@]65O)C4)OC3C)OC2C)CC(O)C1O (stereo partly drawn),.,.,-3%,.,-6%,-11%[60.1 µM],16%,-14%,.
CCCC1COC(Cn2cncn2)(c2ccc(Cl)cc2Cl)O1 (stereo not drawn),1%,-2,?,?,-12%&-5%,-5%[60.1 µM],-8%&1%,-19%&-4%,12%
CN1C(=O)NC(=O)/C(=C/c2ccc(C(=O)O)cc2)C1=O,?,-16,-8%,?,-2%,-18%,2%,-2%,-27%
COc1cc(/C=C/c2nc3ccccc3c(=O)n2-c2ccccc2O)ccc1O,-25%,-4,-7%,118%[activator],-8%,-5%,1%,-11%,-5%
OC1/C(=C/c2ccc(C(F)(F)F)cc2)N2CCC1CC2 (stereo not drawn),-20%,0,?,19%,4%,3%,-2%,-6%,9%
CCC(C)NS(=O)(=O)c1ccc(OCC(=O)N2CCN(CC)CC2)cc1 (stereo not drawn),-7%,-10,5%,-5%,-7%,12%,0%,-13%,23%
COc1ccccc1CN1CCN(Cc2ccc(Cl)cc2)CC1,-11%,-34*,-8%,?,-4%,-4%,-1%,1%,2%
O=Cc1cn(Cc2c(F)cccc2Cl)nc1-c1ccccc1,-18%,-4,.,-24%[58.9 µM],5%,-3%,.,.,.

(cont.)
canonical_smiles,POLH inh,LDHA inh,Anesthetic bind,POLI inh,GRP78 ERSR act,Pol kappa inh,APE1 inh,BLM helicase inh,POLB inh
COC(=O)c1ccc2ccn(CC(=O)NC(C)C)c2c1,4%,-14,-2%,29%,-3%,-1%,5%,-7%,?
O=C(Cn1cc(C(=O)c2ccccc2)c2ccccc21)NCc1ccco1,-11%,2,-14%,-3%,-4%,5%,-11%,3%,7%
CC(=O)OC1C2CCC1C(N1CCCCC1)CC2 (stereo not drawn),-9%,-4,-5%,19%,-2%,-10%,8%,-3%,13%
C[C@]12CCC3C(CC[C@H]4C[C@H](O)CC[C@]34C)C1C[C@@H](O)[C@H]2O (stereo partly drawn),-5%,-1,.,-5%,-4%,3%,.,.,.
COCc1cc(OC(=O)N(C)C)nc2c1c(C)nn2C,-6%,-10,-8%,-1%[58.9 µM],-1%,-15%,3%,-2%,-4%
NC(=O)O,.,.,3%,.,-4%,11%[60.1 µM],-4%,-2%,.
COc1ccc2c(c1OC)CN1CCc3cc4c(cc3[C@H]1C2)OCO4,-22%,1,0%[29.3 µM],-3%,-4%&-3%,-5%,-4%,-13%[21.4 µM],.
O=C(COc1ccc(Cl)cc1)N(c1ccc(Cl)cc1)C1CN2CCC1CC2 (stereo not drawn),-20%,-5,4%,114%[activator],-9%,2%,-2%,2%,0%
O=C1c2cc([N+](=O)[O-])ccc2-c2ncccc21,-9%,4,-3%,?,-1%,3%,-4%,-1%,-1%
COC(=O)C1=C(c2ccccc2)C[C@@H]2CC[C@H]1N2C,-11%,-6,.,-29%,-3%,-18%,13%,.,.
CC(C)(C)C(=O)c1cn(Cc2ccccc2)c2ccccc12,-16%,4,-6%,136%[activator],-8%,-8%,3%,8%,-8%
CCN(CC)S(=O)(=O)c1ccc(C(=O)NC2CN3CCC2CC3)cc1 (stereo not drawn),-16%,-5,9%,0%,-3%,-15%[60.1 µM],-4%,1%,8%
Cc1cccc(OCC(=O)N2CCN(Cc3cc(=O)n4nc(-c5ccccc5Cl)sc4n3)CC2)c1,-9%,0,-12%,4%,-1%,1%[60.1 µM],.,3%,23%
C=CC1CN2CCC1CC2C(OC(=O)OCC)c1ccnc2ccc(OC)cc12 (stereo not drawn),.,.,-15%,.,-3%,-7%[60.1 µM],.,-6%,.
BrCCc1ccccc1,-2%,-7,.,2%,-2%,20%,3%&-2%,.,.
CC(=O)c1c(O)c(C)c(O)c(Cc2c(O)c3c(c(C(=O)/C=C/c4ccccc4)c2O)OC(C)(C)C=C3)c1O,?,28,?,50µM*,-6%&-1%&-3%&-5%,?,?,-13%,?
CC1CCC2(CC1)NC(=O)N(NC(=O)CCl)C2=O (stereo not drawn),-15%,-3,-6%,68%[activator],8%,1%,4%,-4%,-1%
O=c1ccc2[nH]cc(C3=CCNCC3)c2[nH]1,.,.,.,.,-3%,-7%[19.4 µM],-7%,1%,.
Cc1c(C(c2ccc(F)cc2)c2c(O)c3ccccc3oc2=O)c(=O)n(-c2ccccc2)n1C (stereo not drawn),-16%&-16%,-5&-1,-1%&-7%,-19%&103%,0%&-3%,-9%&-3%,0%,0%&-3%,0%&-1%
O=CN1CCCCC1C1CC[C@H]2CCCCN2C1 (stereo partly drawn),.,.,.,.,4%,-13%[19.4 µM],-5%,-1%,.
CC(=C1C(=O)c2ccccc2C1=O)N1CCN(CCN=Cc2c(O)n(C)c(=O)n(C)c2=O)CC1,9%,-3,-1%,8%,-1%,-2%,5%,-1%,0%
Cc1nc2cc(-c3cccc(F)c3)nn2c(C)c1CCC(=O)N1CCC2(CC1)OCCO2,-19%,-7,-4%,8%,-11%,-10%,0%,4%,-3%
C/C1=C\[C@@H](C)C/C=C/[C@H]2[C@@H]3O[C@]3(C)[C@@H](C)[C@H]3[C@H](Cc4c[nH]c5ccccc45)NC(=O)[C@]32C(=O)/C=C/C(=O)[C@@H]1O,?,4,-20%,?,-11%,?,16µM*,-15%,22µM*

A draw from above in order of molar mass, high to low:
canonical_smiles,POLH inh,LDHA inh,Anesthetic bind,POLI inh,GRP78 ERSR act,Pol kappa inh,APE1 inh,BLM helicase inh,POLB inh
C/C1=C\[C@@H](C)C/C=C/[C@H]2[C@@H]3O[C@]3(C)[C@@H](C)[C@H]3[C@H](Cc4c[nH]c5ccccc45)NC(=O)[C@]32C(=O)/C=C/C(=O)[C@@H]1O,?,4,-20%,?,-11%,?,16µM*,-15%,22µM*
Cc1c(C(c2ccc(F)cc2)c2c(O)c3ccccc3oc2=O)c(=O)n(-c2ccccc2)n1C (stereo not drawn),-16%&-16%,-5&-1,-1%&-7%,-19%&103%,0%&-3%,-9%&-3%,0%,0%&-3%,0%&-1%
O=C(COc1ccc(Cl)cc1)N(c1ccc(Cl)cc1)C1CN2CCC1CC2 (stereo not drawn),-20%,-5,4%,114%[activator],-9%,2%,-2%,2%,0%
C[C@]12CCC3C(CC[C@H]4C[C@H](O)CC[C@]34C)C1C[C@@H](O)[C@H]2O (stereo partly drawn),-5%,-1,.,-5%,-4%,3%,.,.,.
COCc1cc(OC(=O)N(C)C)nc2c1c(C)nn2C,-6%,-10,-8%,-1%[58.9 µM],-1%,-15%,3%,-2%,-4%
O=C1c2cc([N+](=O)[O-])ccc2-c2ncccc21,-9%,4,-3%,?,-1%,3%,-4%,-1%,-1%
BrCCc1ccccc1,-2%,-7,.,2%,-2%,20%,3%&-2%,.,.
